thrombin 1536 = blocks human thrombin protease activity. P00734. alpha-thrombin, Boc-VPR-AMC fluorogenic substrate cleavage. inhibition, % at 5 µM. 220,000 compounds, 0.26% hits. AID 1046;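 active = inhibition at or above 40%; inactive = inhibition below 40%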;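 note: 0% = enzyme with no compound and 100% = wells without enzyme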
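Test system: human alpha-thrombin protein / Dosing: one concentration per compound, 5 µM, with 0.2% DMSO / Medium: pH 7.5 Tris-saline with Tween 20 / Benchmarks: no-compound enzyme wells and no-enzyme blanks / Read-out basis: percent inhibition of thrombin substrate cleavage / Timing: reaction at room temperature / Measured by: fluorescence, ex 355 nm, em 460 nm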
FXIa inh = factor XIa (human) inhibition; P03951; AID 798; purified FXIa, Boc-Glu-Ala-Arg-AMC fluorogenic substrate; 220,000 compounds, 0.14% hits; inhibition, % at 5 µM;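 active = inhibition of at least 40%; inactive = inhibition below 40%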;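 note: fluorescence of freed AMC excited at 355 nm; 0% = enzyme without compound and 100% = no enzyme blank; many of its hits are not listed in these tables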
Target sequence (P03951 19-387 limits assumed): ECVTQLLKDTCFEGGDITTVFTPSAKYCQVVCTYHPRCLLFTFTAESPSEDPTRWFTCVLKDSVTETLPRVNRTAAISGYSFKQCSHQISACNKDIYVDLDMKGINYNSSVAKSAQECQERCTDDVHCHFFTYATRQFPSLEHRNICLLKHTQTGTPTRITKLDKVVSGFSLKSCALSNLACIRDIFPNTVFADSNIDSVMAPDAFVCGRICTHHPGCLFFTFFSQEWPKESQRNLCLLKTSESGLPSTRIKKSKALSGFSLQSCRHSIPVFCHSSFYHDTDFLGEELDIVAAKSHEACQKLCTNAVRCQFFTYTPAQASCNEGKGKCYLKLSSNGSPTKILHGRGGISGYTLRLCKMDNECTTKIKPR
Target sequence (P03951 388-625 limits assumed): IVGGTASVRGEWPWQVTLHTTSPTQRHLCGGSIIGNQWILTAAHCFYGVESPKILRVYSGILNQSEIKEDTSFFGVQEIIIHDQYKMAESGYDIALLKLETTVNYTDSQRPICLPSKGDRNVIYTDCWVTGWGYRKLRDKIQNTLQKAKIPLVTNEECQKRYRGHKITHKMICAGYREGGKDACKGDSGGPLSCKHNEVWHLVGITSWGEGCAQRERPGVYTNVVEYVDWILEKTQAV
FXIIa inh 1536 = inhibitors of human coagulation factor XIIa | P00748 | purified FXIIa, Boc-QGR-AMC fluorogenic substrate, 2 h | inhibition, % at 5 µM | 220,000 compounds, 0.3% hits; in the data active = inhibition above about 40%;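 note: 0% = enzyme with no compound and 100% = blank without enzyme; many of its hits are not listed in these tables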
p97 inhibitor = inhibitors of human p97 ATPase; P55072; 220,000 compounds, 0.42% hits; AID 1481; inhibition, % at 8 µM; recombinant p97 ATPase, Kinase-Glo ATP luminescence, 3 h; in the data active = inhibition above about 15%;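 note: 0% = DMSO vehicle and 100% = wells lacking enzyme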
Wee1 stabilizer = blocks degradation of human Wee1 kinase. HeLa Luc-Wee1K328M stability, luciferase luminescence; 100% = proteasome inhibitor MG132 effect. reporter increase, % at 5 µM. 220,000 compounds, 1.2% hits;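 active = activation above the mean of all tested compounds plus 3 SD, set per screening run, cut at about 8.8% in these data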;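 note: cells exposed to compound for 20 h before luminescence read; 0% = DMSO alone and 100% = MG132 at 30 µM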
KLK5 inh = kallikrein 5 (human) inhibition; Q9Y337; recombinant hK5, fluorogenic AMC substrate cleavage; inhibition, % at 5 µM; 210,000 compounds, 0.59% hits; AID 873;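 active = inhibition of 40% or more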;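 note: 0% = enzyme controls without compound and 100% = no-enzyme blanks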
Target sequence (Q9Y337 67-293 limits assumed): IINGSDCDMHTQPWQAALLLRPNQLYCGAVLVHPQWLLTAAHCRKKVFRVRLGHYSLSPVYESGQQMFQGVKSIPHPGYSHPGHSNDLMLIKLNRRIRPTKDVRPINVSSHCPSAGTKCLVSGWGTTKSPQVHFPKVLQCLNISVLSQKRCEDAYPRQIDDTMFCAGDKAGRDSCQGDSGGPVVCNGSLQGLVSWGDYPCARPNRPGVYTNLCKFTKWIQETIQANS
Furin inh = human furin inhibition. purified furin, fluorogenic substrate cleavage. inhibition, % at 30 µM. 220,000 compounds, 0.061% hits. AID 463115; in the data active = inhibition above about 25%; note: inactives centre near -15
PERK inh = inhibitors of human PERK kinase. inhibition, % at 5.6 µM. AID 1416. CHO PERK-DD fusion, SEAP luminescence translation reporter. 220,000 compounds, 0.17% hits;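 active = inhibition above the mean inhibition of all tested compounds plus 3 SD, set separately per screening campaign, cut at about 2.9% in these data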;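 note: PERK kinase domain activated by AP20187 dimerizer at 100 nM; 0% = DMSO with dimerizer and 100% = rapamycin at 8.4 µM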
Cl transport mod = KCC2 (human) Cl- transport modulation. B-score of Tl+ flux slope (higher = more flux/activation; lower = inhibition) at 10 µM. KCC2 cells, thallium flux FluoZin-2 fluorescence. 190,000 compounds, 2.2% hits. Q9H2X9;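 active = thallium flux slope and its plate-corrected score both differing from the plate sample mean at a set confidence after two filtering rounds, in either direction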;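 note: slope of fluorescence scaled to starting intensity during 10 to 20 s after thallium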
* = called active by the depositor; . = not tested or not shown; [ ] = dose if it differs, or a comment. Compounds as they come; overall some 4.4% were active at least once.

Below each compound: thrombin 1536	FXIa inh	FXIIa inh 1536	p97 inhibitor	Wee1 stabilizer	KLK5 inh	Furin inh	PERK inh	Cl transport mod
c1ccc(CCn2nnnc2C(c2cccnc2)N2CCOCC2)cc1 (stereo unspecified)
  -1	2	6	2	0	-2	-22	0.3	1.9
O=C1Nc2cc(Cl)c(Cl)cc2N(O)N1c1ccccc1Cl
  -6	-1	9	-4	-3	-4	-25	-0.1	-0.64
CCCC1=C(C(=O)OCC)C(c2ccccc2OCC)NC(=O)N1C (stereo unspecified)
  -8	0	-11	-10	0	5	-15	-0.6	0.23
Nc1nc(NC(=O)C(Cl)(Cl)Cl)nn1-c1ccccc1
  -5	-5	2	0	1	0	-15	-0.8	-0.35
COc1cccc(CC(=O)Nc2nc(-c3cc(OC)ccc3OC)cs2)c1
  -14	4	7	-6	5	-2	-5	-1.2	0.41
CCCOc1ccc(C2c3c(oc4cc(C)c(C)cc4c3=O)C(=O)N2CCCN(C)C)cc1 (stereo unspecified)
  -1	3	3	-5	0	-3	-20	1.1	0.8
CS(=O)(=O)c1cnc(-c2ccccc2)nc1-c1ccccc1Cl
  5	-2	9	2	1	-5	-18	0.1	-0.42
COC(=O)Cn1c(=NC(=O)c2cc(OC)cc(OC)c2)sc2cc(OC)ccc21
  -12	1	-1	3	0	-13	-6	-0.7	0.38
CNC(=O)N(O)C1N(C)C(=O)N(CC(=O)OC)C1(C)C (stereo unspecified)
  2	5	13	-3	0	-2	-8	1.0	1.1
CSc1cc(-c2ccc(Cl)cc2)c(C(=O)NC(C)C)s1
  -1	6	24	-8	6	0	-9[20 µM]	0.7	.
CCOc1cc(/C=N/NC(=O)COc2ccc(C)cc2)ccc1OC(=O)c1cccs1
  4	3	16	5	4	5	-8[20 µM]	0.5	0.33
COc1ccc(-c2cc(C(F)(F)F)nc(SCCC(=O)NCc3ccccc3)n2)cc1
  2	3	16	-5	-3	2	-15[20 µM]	-0.1	0.18
O=C(CSc1n[nH]c(=O)n1Cc1ccco1)Nc1ccccc1Cl
  -1	2	5	6	0	2	-14	0.7	-0.16
COc1ccc(S(=O)(=O)N2CCN(c3cc(-c4ccccc4)nc4ncnn34)CC2)cc1
  -3	4	8	3	-3	-10	-17	0.0	.
CCOC(=O)CSc1nc2cc3c(cc2cc1C#N)OCO3
  -3	-2	2	-7	-2	3	-4	0.2	.
Cc1csc(NC(=O)c2ccc(-c3ccc(Cl)cc3Cl)o2)n1
  -9	4	10	6	-1	-17	-27	-0.9	0.97
O=C(C1=C[C@@H](c2ccc(Br)cc2)C[C@@H](OCCCCO)O1)N1CCN(Cc2ccc3c(c2)OCO3)CC1
  5	10	15	-5	0	4	1	0.1	0.072
O=C(NCc1ccc(OC(F)(F)F)cc1)C1CC(c2ccccc2[N+](=O)[O-])=NO1 (stereo unspecified)
  -4	-5	4	4	-2	-9	-1[20 µM]	0.2	-3
CCCCNC(=S)NNC(=O)c1csc2ccccc12
  3	-6	8	3	1	-183	-13[20 µM]	0.0	-0.26
CCN(CC)S(=O)(=O)c1ccc(S(=O)(=O)N2CCCC2)cc1
  -6	-2	11	4	2	-3	-32	0.1	-0.91
C/C(N)=C(/C#N)C(=O)COc1ccc(Cl)cc1Cl
  -7	-9	6	-2	0	-4	-21	-0.2	0.00027
CCOc1ccccc1CN1C(=O)c2ccccc2C1C(=O)NC(C)CC (stereo unspecified)
  0	-13	8	19*	-2	-26	-22[20 µM]	-2.1	.
COc1ccc([N+](=O)[O-])cc1CSc1nnc(NC(C)=O)s1
  0	0	0	-4	4	-16	-14	0.9	0.72
CC(=O)Nc1cc(C(F)(F)F)ccc1OCC1CCCO1 (stereo unspecified)
  -2	8	11	3	-5	10	-16	-0.4	.
Cc1cc(=O)[nH]c(SCC(=O)Nc2ccccc2C#N)c1C#N
  -3	-1	6	3	-1	-5	-15[20 µM]	0.1	-0.26
O=C(NC(Cc1ccccc1)C(=O)Oc1ccc2c(C(F)(F)F)cc(=O)oc2c1)OCc1ccccc1 (stereo unspecified)
  -10	1	3	-2	2	-23	-1	-0.1	-0.49
CCOC(=O)c1c(NC(=O)Cn2nc(C(=O)O)c3ccccc3c2=O)sc(CC)c1C
  -2	1	10	1	1	5	-22	-0.2	0.084
COc1cc(/C=c2\sc3n(c2=O)C(c2ccccc2)C(c2ccccc2)=NN=3)ccc1O (stereo unspecified)
  -2	-2	5	16*	-2	5	-14[20 µM]	-0.5	0.46
O=C1C2C3C=CC(C4CC34)C2C(=O)N1/N=C/c1ccc(-c2ccccc2[N+](=O)[O-])o1 (stereo unspecified)
  2	8	15	0	0	-9	-9[20 µM]	-1.1	-0.99
COCCn1ccc(O)c(Cc2ccc(Cl)cc2)c1=O
  -10	-4	14	-2	-1	-8	-15[20 µM]	0.3	0.46
COc1ccc(O)c(C(=O)C2c3ccccc3C(=O)N2c2ccc(C)cc2)c1 (stereo unspecified)
  -2	1	10	2	8	0	-16	-0.8	0
COc1ccc(NC(=O)CCCC(=O)O)cc1Cl
  -13	-4	-1	1	5	-7	-13	0.0	1.1
CCC1CCCCN1C(=O)Nc1cc(Cl)ccc1OC (stereo unspecified)
  2	-2	8	2	0	-6	-17	0.6	0.13
COc1ccccc1CN1C(=O)C(=O)N(Cc2cccc(C)c2)C1=O
  4	2	7	0	1	.	-15	1.6	0.14
Cc1cc(NC(=O)CS(=O)(=O)c2cn(Cc3ccc(F)cc3)c3ccccc23)no1
  -8	-3	2	-4	-2	-28	-11	0.7	-0.76
Fc1ccccc1CSc1nncn1NC/C=C/c1ccccc1
  0	4	3	0	1	3	-9[20 µM]	1.2	-4.8*
CCc1ccc(/C=N/NC(=S)NCCc2ccccc2)cc1
  2	9	16	-2	-1	-6	-19[20 µM]	0.8	0.0081
CC(CCc1ccccc1)NC(=O)COC(=O)c1cc(NS(=O)(=O)c2ccc(Cl)c([N+](=O)[O-])c2)ccc1O (stereo unspecified)
  -5	3	9	3	-2	-11	-13	0.6	-1.7
CSC1=C(C#N)C(c2ccc(C)s2)CC(=O)N1 (stereo unspecified)
  -7	-2	-2	2	0	-24	-19	0.7	-1.1
COc1cc(N2C(=O)c3ccccc3C2=O)c(Cl)cc1C(=O)OCC(=O)N(C)C
  -3	2	8	0	0	.	-31	1.1	0.68
COc1ccc(-c2cnn3c(N)c(S(=O)(=O)C(C)(C)C)cnc23)cc1
  0	3	11	-4	-3	-1	-9[20 µM]	-0.7	-0.82
CC(C)[C@@H](CO)NC(=O)c1ccc2c3n(nc2c1)-c1ccc(Cl)cc1CO3
  -5	-2	3	.	.	-1	-17	.	-0.67
N/C(=N\OC(=O)/C=C/c1ccccc1Cl)c1ccncc1
  5	1	10	-3	8	3	-22	1.8	-0.49
CNC1(c2nnnn2-c2c(C)cccc2C)CCOC(C)(C)C1 (stereo unspecified)
  -2	-2	-2	4	-2	2	0	0.1	-0.33
CC1CC(C)CN(Cc2nc3c(c(=O)n(C)c(=O)n3C)n2CCN2CCOCC2)C1 (stereo unspecified)
  -2	1	10	4	-1	-27	-15	-1.2	.
CCOc1ccc(OCC)c(NC(=O)CCS(=O)(=O)c2ccc(Br)s2)c1
  43*	-5	5	-1	5	-4	-32[20 µM]	-0.8	.
COCC1CCN(C(=O)CCc2nnc(CCCCc3ccccc3)o2)CC1
  4	1	10	-1	-2	.	-25	0.6	-0.48
Cc1ccc2cc(C3CC(c4ccco4)=NN3S(=O)(=O)c3ccccc3)c(Cl)nc2c1 (stereo unspecified)
  -4	3	6	2	-4	-4	-16	-0.2	0.2
O=C(Oc1nsnc1N1CCOCC1)N1CCOCC1
  0	-5	3	4	3	-2	-21	0.1	.
O=C(NC(=S)Nc1ncccn1)c1ccc(Cl)cc1Cl
  -12	-1	6	1	2	-12	-18	0.8	0.9

The list goes on:
Below each compound: thrombin 1536	FXIa inh	FXIIa inh 1536	p97 inhibitor	Wee1 stabilizer	KLK5 inh	Furin inh	PERK inh	Cl transport mod
COC(C[C@H](O)[C@H](C)[C@@H](O)COCc1ccccc1)OC
  -3	0	7	.	.	-1	-21	.	0.7
Cc1cc(C(=O)COc2ccc(C#N)cc2)c(C)n1-c1ccc2c(c1)OCO2
  -11	0	7	4	2	-15	-16	0.3	0.011
CC1(C)Cc2c(c(N3CCOCC3)nc3sc(C#N)c(N)c23)CS1
  -3	-3	6	6	-1	-50	-6[20 µM]	-0.2	.
Cc1nonc1NC(=O)CSc1nnc(-c2ccoc2C)n1-c1cccc(Cl)c1
  5	9	14	-2	0	-6	-20[20 µM]	-0.9	-0.32
Cc1ccc(CCN2CC(C(=O)O)CC2=O)cc1 (stereo unspecified)
  -1	4	11	0	-1	-9	-20[20 µM]	0.5	0.6
CCOc1ccccc1CN1CCN(Cc2cccc3nonc23)CC1CCO (stereo unspecified)
  -3	-2	7	5	-2	2	-28	0.2	-0.78
COC(=O)c1ccsc1NC(=O)CN1CCN(Cc2ccc3c(c2)OCO3)CC1
  -5	-15	5	2	-3	-4	-10[20 µM]	-0.4	.
O=C(COc1ccc(Cl)cc1Cl)N1CCN(c2ccccn2)CC1
  -7	-5	3	1	6	-5	-11	-0.6	-1.1
CC(=O)Nc1cc2ccccc2oc1=O
  -21	-5	8	7	-1	-2	-4	0.1	0.53
CCOc1ccc2c(c1)-c1c(ssc1=S)C(C)(C)N2
  3	2	14	2	0	-2	-4[20 µM]	-1.6	-0.096
